Compound activity as filed in PubChem BioAssay.
Nrf2 inh = blocks Nrf2 signaling; A549 ARE-Fluc reporter, luciferase luminescence, 18-24 h; AID 504444; Potency, µM (series often up to 46 µM), for inactives: at the highest dose activity change, negative = inhibition, usual class: inhibitors; actives 2.1% (n = 360,000); note: potency is the fitted concentration of half-maximal effect; % is set by controls: 0 for no effect and ±100 for the full control effect; nearly all actives have a fitted effect of over 60% in size
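Quantitative HTS in A549 cells stably bearing an antioxidant response element-firefly luciferase construct. Inhibition of Nrf2-driven transcription was scored by luminescence after 18-24 h of compound exposure at 37 °C.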
A549 viability = A549 cytotoxicity, counter-screen for Nrf2 inhibitors; A549 ARE-Fluc cells, CellTiter-Fluor viability, 18-24 h; Potency, µM (titrated, usually from 46 µM), inactives show top-dose activity change, negative = cytotoxicity, hits mostly inhibitors; actives 0.16% (n = 390,000); AID 504648; note: potency is the fitted concentration of half-maximal effect; % is set by controls: 0 for no effect and ±100 for the full control effect
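A549 ARE_Fluc cells in 5% FBS OPTI-MEM were exposed to compounds in concentration-response for 18-24 h at 37 deg C. Viability was read by CellTiter-Fluor fluorescence (Ex 405/Em 525) after 30 min, before the luciferase read.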
ATXN viability = viability counter-screen for ATXN expression inhibitors. S2 cells (HEK-293 line with an ATXN2-luciferase reporter) viability, CellTiter-Fluor protease fluorescence, 24 h. Potency, µM (titrated, usually from 56.7 µM), usual class: cytotoxic. actives 0.49% (n = 400,000). AID 651635; note: potency is the fitted concentration of half-maximal effect; nearly all actives have a fitted effect of over 40% in size
HepG2 viability = counter-screen for TGF-b inhibitors: cytotoxicity in HepG2 cells. HepG2 CAGA-GFP viability, ATP luminescence, 18 h. actives 0.76% (n = 410,000). AID 588856. Potency, µM (titrated, usually from 46.1 µM), for the others: at the highest dose activity change, negative = cytotoxicity, most hits filed as cytotoxic; note: potency is the fitted concentration of half-maximal effect; some results filed as inactive show a strong effect at the top dose
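HepG2 CAGA-GFP cells (1000/well, DMEM with 1% FBS) received compound, then TGF-beta at 500 pg/mL final, and were incubated 18 hours at 37 degrees C. Viability was read by CellTiter-Glo luminescence. Media-only wells were set as complete cell-killing and DMSO as no toxicity.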
EPAC2 agonist = activates human EPAC2 exchange factor; Potency, µM (highest dose often 154 µM), without a hit: top-dose activation, most hits filed as activators; EPAC2 activation, biochemical qHTS; response scale: 100% = 6.5 mM cAMP response; actives 0.079% (n = 360,000); Q8WZA2; note: potency is the fitted concentration of half-maximal effect; nearly all actives have a fitted effect of over 50% in size
Target sequence (Q8WZA2 whole entry, looked up): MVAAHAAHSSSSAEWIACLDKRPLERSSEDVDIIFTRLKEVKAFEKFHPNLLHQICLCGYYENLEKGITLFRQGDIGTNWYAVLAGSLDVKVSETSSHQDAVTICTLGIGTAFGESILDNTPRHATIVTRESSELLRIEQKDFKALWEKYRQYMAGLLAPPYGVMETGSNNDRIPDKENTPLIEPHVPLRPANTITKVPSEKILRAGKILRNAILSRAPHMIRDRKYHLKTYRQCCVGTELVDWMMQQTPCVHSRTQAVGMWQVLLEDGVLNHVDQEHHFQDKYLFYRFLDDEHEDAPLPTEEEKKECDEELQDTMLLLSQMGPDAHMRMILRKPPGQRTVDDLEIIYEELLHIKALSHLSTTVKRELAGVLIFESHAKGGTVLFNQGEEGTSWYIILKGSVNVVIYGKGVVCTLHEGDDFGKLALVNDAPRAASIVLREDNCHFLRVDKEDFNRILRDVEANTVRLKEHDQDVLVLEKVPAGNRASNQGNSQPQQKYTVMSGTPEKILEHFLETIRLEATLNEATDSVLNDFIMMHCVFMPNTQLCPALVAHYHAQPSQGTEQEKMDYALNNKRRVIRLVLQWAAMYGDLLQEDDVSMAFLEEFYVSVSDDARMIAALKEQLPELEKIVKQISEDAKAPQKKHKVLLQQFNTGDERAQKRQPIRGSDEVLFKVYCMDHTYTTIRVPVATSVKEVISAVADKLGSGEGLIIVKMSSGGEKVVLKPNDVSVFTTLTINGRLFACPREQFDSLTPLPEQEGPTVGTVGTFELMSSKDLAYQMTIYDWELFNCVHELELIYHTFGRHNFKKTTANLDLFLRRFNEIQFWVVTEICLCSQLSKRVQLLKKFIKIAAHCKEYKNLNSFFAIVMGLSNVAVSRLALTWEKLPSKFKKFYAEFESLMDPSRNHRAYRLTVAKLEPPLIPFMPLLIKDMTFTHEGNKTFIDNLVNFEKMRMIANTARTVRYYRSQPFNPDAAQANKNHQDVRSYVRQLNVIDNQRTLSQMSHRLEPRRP
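Readout is BODIPY fluorescence (480 nm excitation, 540 nm emission), which falls as labeled GDP is exchanged off Rap1B. EPAC2 at 100 nM acted on 250 nM RAP1B-BODIPY-GDP with 50 uM GDP present.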
TGFb inhibitor = inhibitors of TGF-b signaling | Potency, µM (doses to about 46.1 µM), without a hit: top-dose activity, negative = inhibition, hits mostly inhibitors | HepG2 CAGA-GFP TGF-b/SMAD3 reporter, GFP fluorescence, 18 h; TGF-beta stimulated, 500 pg/mL final | actives 1.2% (n = 410,000); note: potency is the fitted concentration of half-maximal effect; % is set by controls: 0 for no effect and ±100 for the full control effect; nearly all actives have a fitted effect of over 65% in size
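HEPG2 CAGA-GFP cells (1000/well, DMEM with 1% FBS) were pre-incubated 2 h at 37 degrees C, given compound by pin tool, then stimulated with TGF-beta at 500 pg/mL final for 18 h before per-cell GFP fluorescence imaging.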
ATXN2 expr inh = inhibitors of ATXN2 expression. HEK-293 ATXN2-luciferase reporter, luminescence, 24 h. Potency, µM (top dose mostly 57 µM), without a hit: top-dose activity change, negative = inhibition, actives largely listed as inhibitors. actives 0.72% (n = 360,000). AID 1745845; note: potency is the fitted concentration of half-maximal effect; % is set by controls: 0 for no effect and ±100 for the full control effect; nearly all actives have a fitted effect of over 55% in size
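ATXN2-luciferase reporter cells (luciferase flanked by upstream and downstream ATXN2 gene portions) were treated 24 h at 37 °C with compounds at up to 57 uM. SteadyGlo luminescence gave expression; GF-AFC fluorescence gave viability.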
IL-2 act = IL-2 activation. activation, % (series mostly up to about 46 µM). IL-2 activation reporter assay, cell-based qHTS; stimulated with anti-CD3/CD4/CD28 beads; in transgenic mouse T cells. actives 0.065% (n = 360,000); in the data active = activation above about 50%; inconclusive = mostly about 30% to 49%; note: 0% is about no effect
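Unstimulated transgenic mouse T cells; 60-min compound exposure; bead-based TCR/CD4/CD28 stimulation; 18 h culture, 37 degrees C; dual fluorescence (EGFP, DsRed) plate cytometry.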
Nrf2 activator = activates Nrf2 signaling | AREc32 ARE-luciferase reporter (MCF7-derived line), luminescence, 24 h | Potency, µM (highest dose often 46.1 µM), inactives show at the highest dose activation, actives largely listed as activators | actives 0.31% (n = 410,000) | AID 624171; note: potency is the fitted concentration of half-maximal effect; % of control where 0% means no effect; nearly all actives have a fitted effect of over 65% in size
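AREc32_Fluc, 1000 cells/well, OPTI-MEM + 5% FBS, o/n 37 deg C 5% CO2; 23 nL cpd by pin tool, 24 hr; Steady-Glo 30 min RT, luminescence.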
An asterisk follows results filed as active; i = inactive; ? = inconclusive; nt = no result given; [ ] = another dose, or the depositor's remark. Unless noted, calls come from the whole dose curve; as a rule, active = well fitted curve in the direction sought with a large enough effect; inconclusive = small, poorly fitted or top-dose-only effect, or another doubt; inactive = no such curve, though single readings can be large; an effect the other way counts as inactive or inconclusive.

SMILES	Nrf2 inh	A549 viability	ATXN viability	HepG2 viability	EPAC2 agonist	TGFb inhibitor	ATXN2 expr inh	IL-2 act	Nrf2 activator
CC1CN(C(=O)CCNC(=O)c2ccc(Cl)cc2)CC(C)O1 (stereo not drawn)	4%	-5%	i	-6%	2%	0%	6%	-2.6	-0.1%
Cc1ccc(OCc2nnc(SCCN3CCOCC3)n2C)cc1	-4%	0%	?	-16%	2%	-5%	-2%	0.4	-0.1%
Cc1sc2ncn(CCC(=O)O)c(=O)c2c1C	6%	-4%	i	5%	2%	11%	3%	-0.3	-1.0%
Nc1ccc2c(c1)C(=O)C(=O)c1ccccc1-2	nt	?	6.3µM*	4µM*	-12%	?	4.5µM*	-0.5	-3.4%
O=C(CNCc1ccc(F)cc1)Nc1ccccc1-c1ccccc1	-3%	-2%	i	-1%	5%	-10%	-1%	-1.0	-0.3%
O=C(C[n+]1ccccc1)N/N=C/c1cccc(Cl)c1Cl	0%	-1%	i	-11%	9%	-1%	nt	2.5	2.9%
Cc1ccc(-c2nc(C(=O)NCc3ccc(Cl)cc3)c3n2CCCCC3)cc1	-6%	-1%	?	-8%	nt	?	?	nt	-1.2%
COC(=O)[C@@H]1C[C@@]2(O)[C@@H](O)[C@@H](O)[C@@H](O)C[C@H]2N1Cc1cc(OC)cc(OC)c1	7%	2%	i	-4%	10%	2%	3%	0.1	2.7%
O=C(Nc1cc(Cl)ccc1O)c1cc2nc(-c3ccc4c(c3)OCO4)cc(C(F)(F)F)n2n1	29%	4%	i	-1%	nt	-1%	6%	nt	0.6%
CC(=O)c1c(C)[nH]c(C(=O)COC(=O)c2c(-c3ccccc3)noc2C)c1C	?	-1%	i	-25%	-6%	-28%	1%	-4.9	-0.5%
CS(=O)(=O)N(CC(=O)NC1CCCCCC1)Cc1ccccc1	7%	1%	i	-7%	4%	0%	-1%	0.3	-1.0%
N#CC1(C#N)C(C(=O)C23CC4CC(CC(C4)C2)C3)C12CCOCC2 (stereo not drawn)	-8%	-8%	i	2%	1%	8%	3%	-0.5	0.5%
COc1ccccc1NS(=O)(=O)c1ccc2c(c1)n(C)c(=O)n2C	-26%	-6%	i	-24%	13%	-5%	9%	-2.2	2.9%
Cc1cccc(NC(=O)/C(C#N)=C/c2ccccc2O)n1	2%	-7%	i	-2%	-5%	3%	30%[activator]	-3.4	17%
C[C@H](NC(=O)c1ccccc1F)C(=O)N1CCC2(CC1)NCCc1[nH]cnc12	13%	-13%	i	1%	4%	-6%	1%	-4.3	-0.3%
Cc1nnc(SCC(=O)NC(=O)NC(C)(C)C)n1N	-9%	1%	?	6%	3%	-14%	0%	3.3	0.4%
Cc1cc(=O)oc(C)c1C(=O)NCCCN1C(C)CCCC1C (stereo not drawn)	nt	-1%	i	5%	1%	-1%	6%	1.8	-0.9%
C=CCNC(=O)c1ccccc1NC(=O)c1ccc(Cl)c(S(=O)(=O)Nc2cc(C)ccc2C)c1	?	-16%	i	-4%	17%	?	-17%	-2.2	0.2%
CCCC(=O)Nc1ccc(-c2cn3cccnc3n2)cc1	-9%	-4%	i	-32%	8%	-19%	5%	-1.3	1.0%
CCOc1ccc(Sc2cc(C(=O)NCc3ccc(C)cc3)c3ccccc3n2)cc1	nt	7%	nt	12%	nt	27%	nt	nt	-1.2%

Arranged by the number under TGFb inhibitor (lowest first): some entries from above
molecule	Nrf2 inh	EPAC2 agonist	TGFb inhibitor	IL-2 act	Nrf2 activator
CC(=O)c1c(C)[nH]c(C(=O)COC(=O)c2c(-c3ccccc3)noc2C)c1C	?	-6%	-28%	-4.9	-0.5%
CCCC(=O)Nc1ccc(-c2cn3cccnc3n2)cc1	-9%	8%	-19%	-1.3	1.0%
COC(=O)[C@@H]1C[C@@]2(O)[C@@H](O)[C@@H](O)[C@@H](O)C[C@H]2N1Cc1cc(OC)cc(OC)c1	7%	10%	2%	0.1	2.7%

(more compounds)
SMILES	Nrf2 inh	A549 viability	ATXN viability	HepG2 viability	EPAC2 agonist	TGFb inhibitor	ATXN2 expr inh	IL-2 act	Nrf2 activator
O=C(O)/C=C/C(=O)Nc1ccccc1SC(F)(F)F	-3%	5%	i	3%	4%	1%	2%	-5.5	12%
COc1ccc(-c2noc(CN(C)C(=O)Nc3ccccc3)n2)cc1	?	3%	?	-2%	18%	-8%	nt	0.3	3.1%
CC(=O)Nc1ccc(Nc2nc(Cl)nc(Nc3ccc(NC(C)=O)cc3)n2)cc1	4%	0%	i	-24%	0%	-1%	?	1.0	0.4%
FC(F)c1nnc2c(Cl)cc(C(F)(F)F)cn12	-5%	3%	i	2%	16%	4%	-15%	-3.2	1.9%
COc1ccc(/C=C/C(=O)NCCCN2CCCC2)cc1	18%	4%	i	-3%	-2%	-4%	3%	1.1	-0.6%
Cc1cc(C)c(S(=O)(=O)NCc2ccc3c(c2)OCO3)cc1C	?	-10%	i	-10%	9%	-1%	6%	-0.1	0.1%
NC(=O)c1c(NC(=O)CN2CCCC2)sc2c1CCCC2	11%	-3%	i	6%	3%	?	22%	-3.4	0.7%
N#Cc1c(C(F)(F)F)cc(-c2ccc(F)cc2)nc1SCC(=O)Nc1ccccc1	?	-6%	nt	-3%	nt	-3%	nt	nt	0.8%
CCc1ccccc1NC(=O)CCS(=O)(=O)c1cccc2nonc12	1%[9.27 µM]	-14%	i	10%	nt	-16%	-8%	nt	0.4%
COC(=O)c1ccc(COC(=O)CNC(=O)c2ccco2)cc1	1%	-5%	i	-17%	-1%	3%	7%	2.1	0.1%
COc1ccccc1Nc1nc(N)nc(CN2CC(C)CC(C)C2)n1 (stereo not drawn)	7%	1%	i	0%	8%	10%	-14%	-0.7	-0.2%
Cc1ccc(NC(=O)Nc2ccon2)cc1Cl	10%	4%	i	-29%	10%	-24%	11%	1.8	4.6%
CN(CCc1ccccn1)C1CCCN(S(=O)(=O)c2ccccc2)C1 (stereo not drawn)	-9%	-5%	i	3%	10%	-9%	-6%	-0.4	0.5%
COCC(C)NCc1cccc(OC)c1OC (stereo not drawn)	14%	-9%	i	3%	2%	6%	-16%	-3.5	-0.7%
CCOC(=O)c1c(C)n2c3c(cc(C)cc13)CCC2	-4%	-4%	i	-1%	-1%	-9%	?	2.1	-0.4%
CC(=O)NN1C(=O)c2ccccc2NC1c1ccccc1 (stereo not drawn)	?	-2%	?	3%	8%	0%	17%	-0.6	0.2%
O=C(c1ccc(Oc2ccc(C(F)(F)F)cn2)cc1)N1CCN(c2ccccc2)CC1	nt	-4%	i	-34%	14%	-10%	-24%	-1.4	-0.7%
Cc1ccc(C(=O)Nc2ccc(C)c(S(=O)(=O)N(C)C)c2)s1	?	4%	i	-25%	9%	-19%	96%[activator]	-0.4	9.5%
Cc1ccc(-n2ncc(C(=O)N3CCN(c4cc(Cl)ccc4C)CC3)c2C2CCN(C(=O)OC(C)(C)C)CC2)cc1	5%	6%	nt	-9%	nt	-17%	nt	nt	0.3%
Cc1ccc(N(Cc2cccs2)C(=O)COc2ccccc2[N+](=O)[O-])cc1	-11%	-1%	nt	-28%	nt	-24%	nt	nt	6.6%
COc1ccc(CNC(=O)COC(=O)[C@H](Cc2c[nH]c3ccccc23)NC(=O)c2cccs2)cc1	17%	-3%	i	-18%	-1%	-21%	1%	-0.4	0.1%
O=C(Nc1ccccc1C(=O)O)c1ccc(Br)o1	?	-11%	i	-19%	2%	0%	36%	-0.4	-0.1%
COCOc1ccc(-c2oc3c(C/C=C(\C)CCC=C(C)C)ccc(O)c3c(=O)c2OCOC)c(OCOC)c1	0%	-2%	i	6%	-3%	5%	6%	2.2	-0.7%
CCc1nnc(NC(=O)c2ccc(COc3ccccc3C)o2)s1	-7%	-2%	i	-7%	1%	6%	-5%	3.1	-0.1%
CC(C)CC(=O)N1CCN(Cc2ccccc2Br)CC1	?	-16%	i	-1%	8%	1%	-13%	0.3	0.6%
CCNC(=S)N/N=C/c1ccc(-c2ccccc2)o1	22%	-7%	i	-30%	8%	0%	4%	-0.9	3.1%
O=C(NCCC1=CCCCC1)c1ccc([N+](=O)[O-])cc1	?	14%	i	7%	-4%	0%	71%[activator]	-0.3	0.0%[9.22 µM]
COc1ccc(NC(=O)c2cc3c(=O)n(Cc4cccnc4)ccc3nc2C)c(OC)c1	1%	7%	i	1%	nt	4%	3%	nt	4.7%
CCCCc1nc2cc(C(=O)NC3CCOC(C)(C)C3)ccc2o1 (stereo not drawn)	3%	-1%	i	8%	6%	3%	3%	-4.3	-0.2%
O=C(N1CCN(c2cccc(Cl)c2)CC1)C1(S(=O)(=O)c2ccc(Cl)cc2)CC1	?	0%	i	-21%	4%	7%	-18%	3.9	-0.2%
CCCn1nc(C(=O)NNC(=O)CSCC(=O)Nc2cc(C)on2)c2ccccc2c1=O	-29%	4%	i	11µM*	8%	3%	12%	2.8	2.4%
CCOc1ccc(NC(=O)CSc2nc3nc4c(cc3c(=O)n2CC)COC(C)(C)C4)cc1	?	-6%	i	9%	-2%	-8%	-36%	-0.7	0.3%
Cc1nc(-c2ccc(S(=O)(=O)Nc3cc(S(=O)(=O)N(C)C)ccc3C)s2)cs1	-18%	18%	nt	43%	9%	0%	-18%	0.6	-0.1%
COc1cc(C2SCC(=O)N2CCN2CCCCC2)ccc1O (stereo not drawn)	1%	2%	i	5%	5%	31%[activator]	1%	0.3	-0.8%
COc1ccc(-c2ccc(-c3noc(-c4ccccc4OC)n3)c(OC)n2)cc1	?	-10%	i	-41%	3%	-27%	-18%	4.0	0.1%

Reprinted at random: two records from the list, in no set order.
SMILES	Nrf2 inh	A549 viability	ATXN viability	HepG2 viability	EPAC2 agonist	TGFb inhibitor	ATXN2 expr inh	IL-2 act	Nrf2 activator
CCc1nnc(NC(=O)c2ccc(COc3ccccc3C)o2)s1	-7%	-2%	i	-7%	1%	6%	-5%	3.1	-0.1%
COc1ccc(/C=C/C(=O)NCCCN2CCCC2)cc1	18%	4%	i	-3%	-2%	-4%	3%	1.1	-0.6%
